# GPT2 inh: Primary qHTS assay for inhibitors of Glutamate pyruvate transaminase 2 (GPT2); Alanine aminotransferase 2 (Homo sapiens), Q8TD30; Recombinant GPT2, coupled pyruvate oxidase/HRP Amplex Red fluorescence; Potency, µM (doses to about 57.7 µM), for the others: at the top dose activity change, negative = inhibition, usual class: inhibitors; 100,000 tested, 0.25% active; AID 1671188, 2021; note: potency is the fitted concentration of half-maximal effect; nearly all actives have a fitted effect of over 60% in size; many of its hits are not listed in these tables
# Target sequence (Q8TD30 whole entry, looked up): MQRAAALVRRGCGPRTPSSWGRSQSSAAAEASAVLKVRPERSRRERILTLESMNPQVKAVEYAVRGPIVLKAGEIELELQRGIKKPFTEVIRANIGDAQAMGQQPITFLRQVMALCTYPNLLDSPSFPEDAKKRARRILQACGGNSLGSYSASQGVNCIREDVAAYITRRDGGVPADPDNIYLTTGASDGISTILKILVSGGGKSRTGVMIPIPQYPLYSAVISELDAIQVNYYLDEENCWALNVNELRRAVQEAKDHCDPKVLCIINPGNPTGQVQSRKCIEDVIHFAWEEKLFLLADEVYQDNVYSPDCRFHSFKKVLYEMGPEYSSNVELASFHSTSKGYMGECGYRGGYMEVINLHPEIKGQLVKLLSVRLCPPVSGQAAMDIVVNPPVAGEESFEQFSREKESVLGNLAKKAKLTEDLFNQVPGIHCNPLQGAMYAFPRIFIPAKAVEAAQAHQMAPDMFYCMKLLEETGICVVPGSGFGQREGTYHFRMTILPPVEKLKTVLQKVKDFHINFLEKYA
#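 Fluorescence read-out: pyruvate from GPT2 turnover coupled to pyruvate oxidase, HRP and Amplex Red (0.2mM ThPP, 0.2U/mL PO and HRP, 50uM Amplex final). Substrates 250uM a-KG, 2mM L-alanine; enzyme 10ng/uL; 30 min RT.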
# HEK293 tox: Cytotoxic Profiling in HEK 293 Cell Line of Diverse Libraries Using Quantitative High-Throughput Screening | HEK 293 viability, ATP luminescence (CellTiter-Glo), 48-72 h | Potency, µM (highest dose often 115 µM), for inactives: at the top dose activity change, negative = cytotoxicity, usual class: inhibitors | 94,000 tested, 6.6% active | AID 1345083, 2018; note: potency is the fitted concentration of half-maximal effect; nearly all actives have a fitted effect of over 60% in size
#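 250 HEK 293 cells/well; compound by pintool; incubated 48 or 72 hr at 37 degree Celsius; CellTiter-Glo added, 10 min RT, luminescence imaged.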
# 3T3 cytotox: Cytotoxic Profiling in NIH 3T3 Cell Line of Diverse Libraries Using Quantitative High-Throughput Screening | NIH 3T3 viability, CellTiter-Glo ATP luminescence, 48-72 h | Potency, µM (highest dose often 96.7 µM), for inactives: top-dose activity change, negative = cytotoxicity, most hits filed as inhibitors | 94,000 tested, 4.3% active | AID 1345082, 2018; note: potency is the fitted concentration of half-maximal effect; nearly all actives have a fitted effect of over 55% in size
#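 NIH 3T3 cells at 400 cells/well received 23 nL of compound by pintool and were incubated 48 or 72 h at 37 °C. Viability was read as ATP-coupled CellTiter-Glo luminescence.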
# HEK293 viab: GF-AFC viability counterscreen for inhibitors of alpha-synuclein gene (SNCA) expression. HEK-293-SNCA-luc viability, GF-AFC fluorescence, 24 h. Potency, µM (top dose mostly 57.1 µM), inactives show top-dose activity change, negative = cytotoxicity, most hits filed as cytotoxic. 150,000 tested, 0.12% active. AID 1671193, 2021;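 note: potency is the fitted concentration of half-maximal effect; 0% = DMSO-treated cells and -100% = medium-only wells without cells; nearly all actives have a fitted effect of over 30% in size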
#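 HEK-293-SNCA-luc cells (1500/well) plated 24 h, then exposed 24 h to a dilution series; GF-AFC added 30 min at 37C, fluorescence 405/540 nm; normalised to medium-only and DMSO wells, Hill fit.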
# IP6K1 inh: Primary qHTS assay for small molecule inhibitors of Inositol hexaphosphate kinase 1 (IP6K1) | IP6K1 kinase, ADP-Glo luminescence, 2 h; hits give low values | activity change, % (series mostly up to about 58 µM) | Inositol hexakisphosphate kinase 1 (Homo sapiens), Q92551 | 140,000 tested, 0.81% active; in the data active = activity change below about -25%
# Target sequence (Q92551 whole entry, looked up): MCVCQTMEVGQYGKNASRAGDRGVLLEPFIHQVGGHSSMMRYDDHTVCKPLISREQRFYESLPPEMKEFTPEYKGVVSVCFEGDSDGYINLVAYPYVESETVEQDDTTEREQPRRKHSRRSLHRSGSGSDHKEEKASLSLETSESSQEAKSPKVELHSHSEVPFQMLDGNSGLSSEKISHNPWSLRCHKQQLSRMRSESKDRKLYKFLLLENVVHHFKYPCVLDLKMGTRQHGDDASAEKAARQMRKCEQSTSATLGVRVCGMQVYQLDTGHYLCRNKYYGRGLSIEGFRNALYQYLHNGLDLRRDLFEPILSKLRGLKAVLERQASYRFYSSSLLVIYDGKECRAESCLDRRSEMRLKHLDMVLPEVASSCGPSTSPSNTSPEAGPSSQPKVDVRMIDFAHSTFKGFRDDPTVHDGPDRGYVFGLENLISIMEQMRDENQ
#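 ADP-Glo luminescence measures ADP made by human IP6K1 during a 2 h RT reaction with ATP/IP6 (mix at 1.3 mM/130 uM); top library doses 57.5 and 19.1 uM final.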
# SNCA expr inhib: Primary qHTS assay for inhibitors of alpha-synuclein gene (SNCA) expression | 140,000 tested, 0.17% active | HEK-293 SNCA-luciferase knock-in, luminescence, 24 h | Potency, µM (doses to about 57.2 µM), for inactives: top-dose activity change, negative = inhibition, usual class: inhibitors;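 note: potency is the fitted concentration of half-maximal effect; plate controls were DMSO cells for no effect and cell-free wells for full effect; nearly all actives have a fitted effect of over 45% in size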
# FLuc inh: Firefly luciferase inhibition profiling of diverse chemical library using quantitative high-throughput screening. Luciferin 4-monooxygenase (Photinus pyralis), P08659. purified P. pyralis luciferase, luminescence, biochemical. Potency, µM (titrated, usually from 115 µM), for the others: top-dose activity change, negative = inhibition, hits mostly inhibitors. 76,000 tested, 2.5% active; note: potency is the fitted concentration of half-maximal effect; nearly all actives have a fitted effect of over 65% in size
#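 FLuc 10nM, D-luciferin 10uM, ATP 10uM, Mg acetate 10mM, Tris acetate pH 7.5, Tween/BSA; cpd qHTS; enzyme added last; CCD luminescence.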
# Numbers without * were called inactive; i = inactive; u = inconclusive; x = not tested or not shown; ! = not active in a repeat; [ ] = another dose, or the depositor's remark. Unless noted, calls come from the whole dose curve; as a rule, active = well fitted curve in the direction sought with a large enough effect; inconclusive = small, poorly fitted or top-dose-only effect, or another doubt; inactive = no such curve, though single readings can be large; an effect the other way counts as inactive or inconclusive. Unless noted, % is set by controls: 0 for no effect and ±100 for the full control effect. An excerpt; count on the stated rates, not on these rows.
cpd	Structure	HEK293 tox	3T3 cytotox	HEK293 viab	IP6K1 inh
1	CCc1ccc(NC(=O)C2=CC(c3ccc4c(c3)OCO4)=NS(=O)(=O)N2C)cc1	x	x	10%	6
2	O=C(c1cnccn1)N1CCC2(COc3ncccc3[S+](=O)([O-])N2)C1 (centres undefined)	-22%	-22%	-11%	11
3	O=C(Nc1ccc([N+](=O)[O-])cc1)NC1CCCN(CCn2nc3n(c2=O)CCCC3)C1 (centres undefined)	u	u	x	24
4	O=C(c1ccncc1)N1CC2CCC(C1)N2Cc1ccc(-c2cncnc2)cc1	u	-28%	2%	8
5	OCC1CN(Cc2cscn2)CCC12CCN(Cc1ccccc1)CC2 (centres undefined)	-29%	-15%	-3%	16
6	Cc1cccc(C(C(=O)NCc2nn(C)c3ccc(C)cc23)N(C)C)c1 (centres undefined)	-24%	u	4%	0
7	O=C(CC1CCCCC1)NC1CCN(c2cnn(Cc3ccccc3)c(=O)c2)CC1	-21%	-6%	7%	6
8	CC(=O)c1cccc(NC(=O)CCn2nc(C)c(S(=O)(=O)N3CCCCC3)c2C)c1	x	x	3%	-3
9	O=C(C1CCCN(C(=O)C2CCCC2)C1)N1CCC(N2Cc3cccn3C2=O)CC1 (centres undefined)	-4%	-21%	2%	-6
10	O=C(NCCc1ccccc1)NC1CCc2nn(CC3CC3)c(=O)n2CC1 (centres undefined)	i	-4%	1%	4

cpd	SNCA expr inhib	FLuc inh	GPT2 inh
1	18%	x	x
2	-4%	x	0%
3	x	x	x
4	2%	x	i
5	-16%	4%	-3%
6	-5%	2%	i
7	-7%	-1%	i
8	-8%	x	x
9	-12%	x	i
10	5%	6%	i

# New compounds follow:
cpd	Structure	HEK293 tox	3T3 cytotox	HEK293 viab	IP6K1 inh
11	Cc1ccc(-c2ccccc2CN2CCN(C(=O)Nc3ccccc3)CC2)cc1Cl	32µM*	u	-1%[12.5 µM]	3
12	Cn1ncc(N2CCCC(CC(=O)Nc3cccc(F)c3)C2)cc1=O (centres undefined)	-19%	u	0%	1
13	COc1cc(CN2CCN(c3ncccc3C#N)CC2CCO)cc(OC)c1 (centres undefined)	-29%	u	-12%	7
14	CCN(CC)C(=O)c1sc2c(c1C)c(=O)n(-c1ccc(OC)cc1OC)c(=O)n2CC(=O)Nc1ccccc1	x	x	15%	-14
15	N#Cc1ccc(-c2ccc(S(=O)(=O)Nc3cccc(N)n3)cc2)cc1	x	x	-12%	0
16	Cn1cccc1CNC(=O)C1CC(=O)N(c2n[nH]c3ccccc23)C1 (centres undefined)	-4%	i	3%	15
17	O=C(CCCCCn1c(=O)c2sccc2n(Cc2ccccc2Cl)c1=O)NCc1ccc2c(c1)OCO2	x	x	4%	0
18	Cc1cc(-c2ccc(C)c(S(=O)(=O)NCc3cccs3)c2)on1	x	x	2%	-5
19	Cc1noc(-c2ccc(OC3CN(C(=O)c4cccn4C)C3)cc2)n1	u	-18%	-22%	0
20	Cc1nn(-c2ccccc2)c2c1C(C1CC1)N(C1CCN(C(=O)c3cccc(Cl)c3)C1)C2=O (centres undefined)	25µM*	u	x	28

cpd	SNCA expr inhib	FLuc inh	GPT2 inh
11	-1%	x	-4%
12	19%	-13%	1%
13	-1%	3%	i
14	4%	x	x
15	x	x	i
16	-2%	-5%	4%
17	-7%	x	x
18	2%	x	x
19	-3%	-2%	-2%
20	x	x	x

# Next records.
cpd	Structure	HEK293 tox	3T3 cytotox	HEK293 viab	IP6K1 inh
21	O=c1c(-c2ccc(O)cc2)coc2cc(O)cc(O)c12	x	x	-14%	-18
22	CCN1CCCCC1C(=O)N1CCC2(CC1)Nc1ccccc1NC2=O (centres undefined)	-7%	-25%	5%	-7
23	CC(=O)NCc1nnc2n1C(C(=O)NCc1cccc(Cl)c1)CC2 (centres undefined)	3%[172 µM]	-9%[138 µM]	4%[87.6 µM]	-4
24	COc1ccccc1NC(=O)C1=C(C)Nc2nc(SC)nn2C1c1ccccc1Cl (centres undefined)	x	x	-11%	-3
25	Cc1ccc(N2CCN(C(=O)c3cn(C)c4ccc(S(=O)(=O)N5CCCC5)cc4c3=O)CC2C)cc1 (centres undefined)	x	x	4%	-6
26	CNC(=O)c1cc(C)nc2onc(C3CCN(C(=O)c4ccc(Cl)nc4)CC3)c12	i	1%	x	1
27	COc1ccc(CN2CCc3nc(N4CCOCC4)[nH]c(=O)c3CC2)c(OC)c1OC	35%	i	9%	4
28	C[C@@H]1CC2OC(=O)C3=C2C(CCC3O)[C@@]12C[C@@H](c1ccoc1)OC2=O (some centres undefined)	x	x	-6%	1
29	Cn1nccc1C(=O)N1CCC2(CC1)OC(=O)N(Cc1ccccc1C#N)C2(C)c1ccccc1 (centres undefined)	2%	u	-1%	-7
30	CCc1noc(CN2CCC3(CCCN(C4CCOCC4)C3=O)C2)n1 (centres undefined)	i	2%	2%	-5

cpd	SNCA expr inhib	FLuc inh	GPT2 inh
21	2.8µM*!	x	-16%
22	4%	-10%	-6%
23	18%[87.6 µM]	x	i
24	12%	x	x
25	0%	x	x
26	x	x	x
27	4%	10%	2%
28	x	x	i
29	u	-2%	i
30	-3%	-2%	-16%

# Brought forward from above: 2 entries; new compounds follow.
cpd	Structure	HEK293 tox	3T3 cytotox	HEK293 viab	IP6K1 inh
29	Cn1nccc1C(=O)N1CCC2(CC1)OC(=O)N(Cc1ccccc1C#N)C2(C)c1ccccc1 (centres undefined)	2%	u	-1%	-7
30	CCc1noc(CN2CCC3(CCCN(C4CCOCC4)C3=O)C2)n1 (centres undefined)	i	2%	2%	-5
31	O=C(COc1ccccc1)N1CCC2(CC1)SCC(=O)N2c1ccc(Cl)cc1	-26%	u	6%	-5
32	CCn1ccc(C(=O)N2CCC3(CC2)CC(N(C2CC2)S(=O)(=O)CC)CCO3)n1 (centres undefined)	-1%	u	1%	-9
33	COc1ccc(CNC(=O)CCCn2nc(C)c3c(C)n(-c4ccccc4)nc3c2=O)cc1	x	x	-13%	22
34	CC(O)(P(=O)(O)O)P(=O)(O)O	x	x	-13%[23.9 µM]	12
35	COc1ccccc1-c1[nH]nc2ncc(C(=O)NCCN3CCOCC3)nc12	-19%[172 µM]	u	-3%[87.6 µM]	1
36	CCn1cc(CN2CCN(C(=O)c3ccc(OC)nc3)CC2)ccc1=O	i	i	5%	-12
37	CC(O)c1cc2n(n1)CCCN(CCn1cc[nH]c1=O)C2 (centres undefined)	-5%	-8%	1%	-2
38	COc1ccc(/C=C\c2onc(C)c2S(=O)(=O)N2CCC(C(=O)Nc3cccc(OC)c3)CC2)cc1	x	x	-4%	6
39	O=C(NCCc1ccncc1)C1CN(C(=O)c2cc(F)cc(F)c2)CC12CCOCC2 (centres undefined)	-4%	i	9%	5
40	COC1CN(c2cccc(F)c2)C12CCN(C(=O)c1cnc(C)cn1)CC2 (centres undefined)	-6%	-14%	-3%	9

cpd	SNCA expr inhib	FLuc inh	GPT2 inh
29	u	-2%	i
30	-3%	-2%	-16%
31	6%	-7%	i
32	8%	x	0%
33	u	x	x
34	-57%[25.6 µM]	x	-12%
35	-2%[87.6 µM]	-2%[172 µM]	u
36	23%	u	0%
37	10%	0%	4%
38	1%	x	x
39	25%	4%	i
40	8%	-1%	-4%

# Other results follow:
cpd	Structure	HEK293 tox	3T3 cytotox	HEK293 viab	IP6K1 inh
41	Cc1nn(C(C)(C)C)c(OC(=O)c2cccc(F)c2)c1Sc1ccccc1	x	x	-11%	1
42	COc1cccc(CCC(=O)N2CCC(Cc3nc(C4CCOCC4)no3)CC2)c1	-9%	-9%	-4%	13
43	O=C(N[C@@H](Cn1cc(F)c(=O)[nH]c1=O)C(=O)O)c1cccs1	-13%[172 µM]	-12%[138 µM]	2%[87.6 µM]	-7
44	CC(C)(C)OC(=O)N1CCC(c2c(C(=O)N3CCN(c4ncccn4)CC3)cnn2-c2ccccc2)CC1	x	x	28%	33
45	O=C(Nc1ccc([C@@H](O)[C@H]2COCC(=O)N2Cc2ccccc2F)cc1)C1CCCCC1	u	u	-11%	-15
46	COc1ccc(Cl)cc1NC(=O)CN(c1cc(C)cc(C)c1)S(=O)(=O)c1c(C)n[nH]c1C	x	x	-22%	-23
47	CCCCNc1nc2c(-c3cccc(C)c3)nnn2c2ccccc12	x	x	17%	15
48	O=C(O)CCC(=O)N1Cc2ccccc2CC2(CCCN2CC2CCNCC2)C1 (centres undefined)	-6%	i	4%	-8
49	Cn1cnc2ccc(-c3ccncc3)nc2c1=O	u	79µM*	8%[87.6 µM]	-2
50	O=C(Cc1ccccn1)N1CCCC(C(=O)N2CCC(c3nc4ncccc4[nH]3)CC2)C1 (centres undefined)	-5%	-9%	2%	14
51	CC(C)NC(=O)NC[C@H]1O[C@@H](CC(=O)N2CCN(c3ccccc3)CC2)[C@H](O)[C@@H]1O	i	-3%[174 µM]	5%[87.6 µM]	-4
52	Cc1ccc(NC(=O)N2C[C@@H](F)C[C@H]2C(=O)N2CCc3ccccc3C2)cc1	0%	u	-17%	0

cpd	SNCA expr inhib	FLuc inh	GPT2 inh
41	-21%	x	x
42	-18%	5%	i
43	14%[87.6 µM]	-14%[172 µM]	-9%[88.5 µM]
44	101%[activator]	x	x
45	-5%	6%	-1%
46	u	x	x
47	27%	x	x
48	-14%	x	i
49	9%[87.6 µM]	5%[230 µM]	2%[88.5 µM]
50	-26%	x	-11%
51	u	2%[172 µM]	1%[88.5 µM]
52	50%[activator]	u	i

# Two of the compounds above, as labelled records.
42	COc1cccc(CCC(=O)N2CCC(Cc3nc(C4CCOCC4)no3)CC2)c1
  HEK293 tox = -9%	3T3 cytotox = -9%	HEK293 viab = -4%	IP6K1 inh = 13	SNCA expr inhib = -18%	FLuc inh = 5%	GPT2 inh = i

43	O=C(N[C@@H](Cn1cc(F)c(=O)[nH]c1=O)C(=O)O)c1cccs1
  HEK293 tox = -13%[172 µM]	3T3 cytotox = -12%[138 µM]	HEK293 viab = 2%[87.6 µM]	IP6K1 inh = -7	SNCA expr inhib = 14%[87.6 µM]	FLuc inh = -14%[172 µM]	GPT2 inh = -9%[88.5 µM]

# Screening results (PubChem BioAssay)
